# Nrf2 activator: Nrf2 pathway activation; AREc32 ARE-luciferase reporter (MCF7-derived line), luminescence, 24 h; Potency, µM (titrated, usually from 46.1 µM), for the others: at the highest dose activation, usual class: activators; hit rate 0.31% among 410,000; note: potency is the fitted concentration of half-maximal effect; % of control where 0% means no effect; nearly all actives have a fitted effect of over 65% in size
#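 Luminescent ARE reporter assay in AREc32_Fluc cells: overnight plating at 37 deg C, 24 hr compound incubation, Steady-Glo added, 30 min RT before reading.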
# ATXN2 expr inh: ATXN2 expression inhibition; hit rate 0.72% among 360,000; HEK-293 ATXN2-luciferase reporter, luminescence, 24 h; AID 1745845; Potency, µM (series often up to 57 µM), without a hit: top-dose activity change, negative = inhibition, hits mostly inhibitors; note: potency is the fitted concentration of half-maximal effect; % is set by controls: 0 for no effect and ±100 for the full control effect; nearly all actives have a fitted effect of over 55% in size
#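 ATXN2-luciferase reporter cells (luciferase flanked by upstream and downstream ATXN2 gene portions) were treated 24 h at 37 °C with compounds at up to 57 uM. SteadyGlo luminescence gave expression; GF-AFC fluorescence gave viability.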
# EPAC2 agonist: EPAC2 (human) agonism | Potency, µM (titrated, usually from 154 µM), for the others: at the top dose activation, hits mostly activators | EPAC2 activation, biochemical qHTS; response scale: 100% = 6.5 mM cAMP response | hit rate 0.079% among 360,000; note: potency is the fitted concentration of half-maximal effect; nearly all actives have a fitted effect of over 50% in size
# Target sequence (Q8WZA2 whole entry, looked up): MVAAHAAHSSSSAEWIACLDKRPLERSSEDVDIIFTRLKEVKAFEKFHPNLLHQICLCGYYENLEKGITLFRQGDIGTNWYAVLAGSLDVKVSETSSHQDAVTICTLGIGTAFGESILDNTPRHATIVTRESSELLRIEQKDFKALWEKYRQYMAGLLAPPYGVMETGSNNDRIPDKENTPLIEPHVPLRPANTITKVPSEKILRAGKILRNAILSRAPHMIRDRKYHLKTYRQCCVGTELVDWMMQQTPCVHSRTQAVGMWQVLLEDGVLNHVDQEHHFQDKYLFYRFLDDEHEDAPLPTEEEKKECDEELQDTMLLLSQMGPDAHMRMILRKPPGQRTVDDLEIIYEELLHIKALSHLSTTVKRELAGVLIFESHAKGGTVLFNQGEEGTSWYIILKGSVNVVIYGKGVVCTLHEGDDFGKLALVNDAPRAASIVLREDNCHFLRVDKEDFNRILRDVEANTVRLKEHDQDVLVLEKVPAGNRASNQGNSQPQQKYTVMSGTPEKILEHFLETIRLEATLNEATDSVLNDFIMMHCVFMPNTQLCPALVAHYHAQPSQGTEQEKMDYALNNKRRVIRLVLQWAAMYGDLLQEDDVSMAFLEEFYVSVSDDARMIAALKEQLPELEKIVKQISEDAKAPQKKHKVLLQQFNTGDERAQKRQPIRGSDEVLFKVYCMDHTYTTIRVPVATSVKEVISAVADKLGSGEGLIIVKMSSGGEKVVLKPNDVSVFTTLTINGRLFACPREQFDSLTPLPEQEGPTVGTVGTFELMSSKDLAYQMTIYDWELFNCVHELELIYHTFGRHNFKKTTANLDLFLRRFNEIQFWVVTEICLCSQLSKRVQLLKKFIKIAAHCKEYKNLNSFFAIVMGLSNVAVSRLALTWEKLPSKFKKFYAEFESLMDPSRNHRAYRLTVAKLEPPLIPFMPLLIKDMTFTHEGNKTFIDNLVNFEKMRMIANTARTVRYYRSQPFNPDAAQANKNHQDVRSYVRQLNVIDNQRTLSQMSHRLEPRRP
#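 Fluorescence exchange assay: 100 nM EPAC2 with 250 nM RAP1B-BODIPY-GDP and 50 uM GDP; compounds tested as a concentration-titration series (qHTS). Loss of Rap1-bound BODIPY-GDP fluorescence read at 480/540 nm; data normalized to 6.5 mM cAMP.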
# IL2 activator: activates IL-2 in a cell-based reporter assay; activation, % (series mostly up to about 46 µM); IL-2 activation reporter assay, cell-based qHTS; stimulated with anti-CD3/CD4/CD28 beads; in transgenic mouse T cells; AID 652025; hit rate 0.065% among 360,000; in the data active = activation above about 50%; inconclusive = mostly about 30% to 49%; note: 0% is about no effect
#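 Readout is EGFP and DsRed signal by fluorescent plate cytometry after 18 h at 37 degrees C. Transgenic mouse T cells (750/well) received compound for 60 min before bead stimulation (anti-CD3, anti-CD4, anti-CD28); memory T cells served as non-tolerant control.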
# TGFb inhibitor: inhibitors of TGF-b signaling. HepG2 CAGA-GFP TGF-b/SMAD3 reporter, GFP fluorescence, 18 h; TGF-beta stimulated, 500 pg/mL final. Potency, µM (doses to about 46.1 µM), for the others: at the top dose activity, negative = inhibition, hits mostly inhibitors. hit rate 1.2% among 410,000. AID 588855; note: potency is the fitted concentration of half-maximal effect; % is set by controls: 0 for no effect and ±100 for the full control effect; nearly all actives have a fitted effect of over 65% in size
#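 Read-out: total well GFP (ex488/em500-530) summed from mean per-cell fluorescence. Cells: HEPG2 CAGA-GFP, 1% FBS DMEM, 18 h at 37 degrees C with 500 pg/mL final TGF-beta. Unstimulated wells served as the full-inhibition control; stimulated DMSO wells = 0%.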
# S2 tox: reduces viability in counter-screen for ATXN expression inhibitors; hit rate 0.49% among 400,000; S2 cells (HEK-293 line with an ATXN2-luciferase reporter) viability, CellTiter-Fluor protease fluorescence, 24 h; Potency, µM (top dose mostly 56.7 µM), most hits filed as cytotoxic; note: potency is the fitted concentration of half-maximal effect; nearly all actives have a fitted effect of over 40% in size
# A549 tox: kills or reduces viability of A549 cells in Nrf2 counter-screen | AID 504648 | A549 ARE-Fluc cells, CellTiter-Fluor viability, 18-24 h | hit rate 0.16% among 390,000 | Potency, µM (highest dose often 46 µM), for the others: at the top dose activity change, negative = cytotoxicity, most hits filed as inhibitors; note: potency is the fitted concentration of half-maximal effect; % is set by controls: 0 for no effect and ±100 for the full control effect
#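 A549 ARE_Fluc cells in 5% FBS OPTI-MEM were exposed to compounds in concentration-response for 18-24 h at 37 deg C. Viability was read by CellTiter-Fluor fluorescence (Ex 405/Em 525) after 30 min, before the luciferase read.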
# HepG2 viability: kills HepG2 cells in TGF-b inhibitor counter-screen; HepG2 CAGA-GFP viability, ATP luminescence, 18 h; Potency, µM (series often up to 46.1 µM), inactives show top-dose activity change, negative = cytotoxicity, usual class: cytotoxic; AID 588856; hit rate 0.76% among 410,000; note: potency is the fitted concentration of half-maximal effect; some results filed as inactive show a strong effect at the top dose
#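 HepG2 CAGA-GFP cells (1000/well, DMEM with 1% FBS) received compound, then TGF-beta at 500 pg/mL final, and were incubated 18 hours at 37 degrees C. Viability was read by CellTiter-Glo luminescence. Media-only wells were set as complete cell-killing and DMSO as no toxicity.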
# Nrf2 inh: Nrf2 pathway inhibition. A549 ARE-Fluc reporter, luciferase luminescence, 18-24 h. Potency, µM (doses to about 46 µM), inactives show at the top dose activity change, negative = inhibition, usual class: inhibitors. hit rate 2.1% among 360,000. AID 504444; note: potency is the fitted concentration of half-maximal effect; % is set by controls: 0 for no effect and ±100 for the full control effect; nearly all actives have a fitted effect of over 60% in size
#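 Cells were seeded and rested 2 h, then exposed to compounds for 18-24 h. CellTiter-Fluor was read first as a viability measure. BugLite was added 15 min before the final luminescent read of ARE-luciferase activity in A549 cells.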
# Starred values were filed as active, the others as inactive; i = inactive; ? = inconclusive; / = not tested or not shown; & = joins results of further samples; [ ] = remark or other dose. Unless noted, calls come from the whole dose curve; as a rule, active = well fitted curve in the direction sought with a large enough effect; inconclusive = small, poorly fitted or top-dose-only effect, or another doubt; inactive = no such curve, though single readings can be large; an effect the other way counts as inactive or inconclusive.
Structure	EPAC2 agonist	TGFb inhibitor	A549 tox	HepG2 viability	IL2 activator	Nrf2 inh	Nrf2 activator	ATXN2 expr inh	S2 tox
Cn1cc(/C=C(\C#N)C(=O)Nc2ncc(Cc3ccc(Cl)cc3)s2)c2ccccc21	17%	19%	-9%	-2%	0.3	?	-0.2%	-15%	i
c1ccc(Cc2nnc(N3CCCCC3)c3ccccc23)cc1	-5%	2%	?	-2%	-0.5	18µM*	1.6%	-20%	i
COc1cccc(NC(=O)N(C)C[C@@H]2Oc3cc(Br)ccc3S(=O)(=O)N([C@@H](C)CO)C[C@H]2C)c1	11%	5%	/	2%	1.2	/	-0.4%	7%	i
COc1cccc(CN2CCN(Cc3nc(-c4cccc(F)c4F)oc3C)CC2=O)c1	3%	1%	-3%	10%	1.9	0%	0.1%	/	i
Fc1ccccc1CNc1nc(-c2cccnc2)nc2ccccc12	22%	?	?	-18%	-0.1	?	0.4%	?	i
CCCCc1cc(C)c(S(=O)(=O)c2ccccc2C)c(=O)[nH]1	9%	-3%	-4%	3%	-0.5	5%	-0.2%	-12%	i
Cc1ccc(Cc2cnc(N)s2)o1	3%	-4%	-9%	13%	-0.1	?	5.4%	21%	i
CCN(CC)S(=O)(=O)c1ccc(C(=O)N(c2ccccc2)C2C=CS(=O)(=O)C2)cc1 (stereo not given)	2%	17%	-3%	-1%	-1.1	-1%	0.0%	1%	i
COc1ccc2c(c1)C(C)=CC(C)(C)N2S(=O)(=O)c1ccc(NC(C)=O)cc1	15%	?	-1%	-15%	0.2	?	2.9%	-11%	i
NC(=O)C1CCN(S(=O)(=O)c2ccc(N3CCCCS3(=O)=O)cc2)CC1	/	14%	2%	8%	/	/	0.0%	/	/
CN(CCc1ccccc1)C(=O)c1cccc(NC(=O)Cc2cccc(NC(=O)C3CCCN(C(=O)C4CCCC4)C3)c2)c1 (stereo not given)	5%	-14%	-2%	12%	-0.6	?	0.5%	-16%	?
Cc1ccnc(NC(=O)c2cccc(NC(=O)COc3ccccc3)c2)c1	14%	-20%	-4%	-23%	-1.2	12%	0.1%	20%	i
CCOC(=O)Cc1csc(NC(=O)CSc2nnc(C3CC3)n2C)n1	2%	-14%	2%	-3%	-2.2	16%	1.6%	4%	i
C/C(Cl)=C\CSc1nnc2n(N)c(=O)c3ccccc3n12	0%	-15%	-6%	0%	-2.8	2%	3.0%	10%	i
COCCCn1c(SCc2ccc(OC)cc2)nc2cc(OC)c(OC)cc2c1=N	5%	0%	-5%	-18%	0.8	-8%	0.4%	-2%	i
COc1ccc2c(c1)O/C(=C\c1sccc1C)C2=O	10%	-5%	14%	-5%	1.5	22%	11%	54%[activator]	i
CCOC(=O)c1c(NC(=S)Nc2ccc(Cl)cc2)sc2c1CCN(C)C2	-12%	2%	-16%	-39%	15	-18%	4.9%	-20%	i
CCCCNC1C(CC)C(CCC)C(C#N)(C#N)C1(C#N)C#N (stereo not given)	6%	10µM*	-14%	-54%	-0.4	?	13%	-35%	?
CC(OC(=O)Cn1c(C(F)(F)F)nc2ccccc21)C(=O)N1CCCc2ccccc21 (stereo not given)	-9%	-1%	0%	2%	0.2	-21%	-0.4%	-2%	i
COCCCNCCCCOc1ccc(Br)cc1C	14%	?	4%	-48%	-3.6	0%	5.0%	?	i
CCOC(=O)C1CCCN(S(=O)(=O)c2ccc3[nH]c(=O)ccc3c2)C1 (stereo not given)	/	-7%	-11%	-47%	/	/	3.8%	-5%	i
COc1ccc(CNC(=O)CCNS(=O)(=O)c2ccc3c(c2)CCCC(=O)N3)cc1	/	-4%	7%	-20%	/	-16%	0.2%	9%	i
O=C(CSc1nnc(NC(=O)c2c(F)cccc2Cl)s1)Nc1ccccc1F	11%	-1%	-9%	3%	-1.2	?	-0.5%	20%	i
O=C(CCOc1ccccc1)OCC(=O)c1cc2ccccc2o1	20%	27%	6%	13%	3.9	/	0.4%	7%	i
Cc1nc2ccccn2c1C(=O)NN=C1CCN(C)CC1	4%	10%	-2%	9%	-0.3	10%	0.2%	-2%	i
CCOC(=O)C1=C(CSCC(=O)OC)NC(=O)NC1c1cc(C)ccc1C (stereo not given)	10%	-22%	12%	-15%	-0.2	/	-0.5%	19%	i
COCCCN1C(=O)C2C(C(=O)Nc3cccc(Cl)c3)C3C=CC2(O3)C1C(=O)NC1CCCCC1 (stereo not given)	10%	-21%	-1%	-3%	-0.6	3%	-0.2%	-1%	i
Cn1c(=O)c(=O)n(C)c2cc(S(=O)(=O)CCC(=O)Nc3ccccc3C(F)(F)F)ccc21	12%	0%	/	5%	-4.1	/	0.5%	/	i
COc1ccc(C(C)=O)cc1CSCCC(=O)O	-5%	14%	3%	-14%	-1.7	-9%	0.2%	-8%	i
COc1ccc(-c2c(C)nn3c(C(F)(F)F)cc(-c4ccc(Br)cc4)nc23)cc1	/	-16%	-1%	-16%	/	-9%	-0.8%	4%	i

# Among those listed so far, these contain a cyano group.
Structure	EPAC2 agonist	TGFb inhibitor	A549 tox	HepG2 viability	IL2 activator	Nrf2 inh	Nrf2 activator	ATXN2 expr inh	S2 tox
Cn1cc(/C=C(\C#N)C(=O)Nc2ncc(Cc3ccc(Cl)cc3)s2)c2ccccc21	17%	19%	-9%	-2%	0.3	?	-0.2%	-15%	i
CCCCNC1C(CC)C(CCC)C(C#N)(C#N)C1(C#N)C#N (stereo not given)	6%	10µM*	-14%	-54%	-0.4	?	13%	-35%	?

# The list continues.
Structure	EPAC2 agonist	TGFb inhibitor	A549 tox	HepG2 viability	IL2 activator	Nrf2 inh	Nrf2 activator	ATXN2 expr inh	S2 tox
O=C(CCCN1C(=O)c2ccccc2C1=O)NCCCN1CCOCC1	-1%	-17%	1%	12%	-1.8	16%	12%	-2%	i
Cn1cc([N+](=O)[O-])cc1-c1nc2ccccc2n1C	7%	-23%	0%	-9%	0.0	5%	0.0%	/	i
CCOc1ccc(CCNC(=O)C2CCN(S(=O)(=O)c3ccc(C)cc3)CC2)cc1OCC	-6%	-9%	-2%	-2%	2.2	-11%	-0.2%	8%	i
CCOC(=O)C1CCN(S(=O)(=O)c2cccc3nonc23)CC1	5%	-1%	-1%	-4%	-0.6	-25%	0.1%	1%	i
CCOC(=O)c1c(NC(=O)COc2ccccc2Br)sc2c1CCCCC2	/	-2%	13%	3%	/	?	0.6%	7%	i
C=CCN(CC=C)S(=O)(=O)c1ccc2nc(NC(=O)C(C)C)sc2c1	-10%	-2%	?	-4%	-3.2	/	-0.8%	-26%	i
COc1cccc(C2/C(=C(\O)c3ccc4c(c3)OCCO4)C(=O)C(=O)N2c2nnc(C)s2)c1 (stereo not given)	8%	-7%	1%	-9%	0.8	5%	0.4%	/	i
O=C(NCc1ccco1)c1cccc(F)c1	-3%	14%	-19%	-13%	2.1	?	0.1%	12%	i
Cc1c(Cl)cccc1NC(=O)Nc1cnccn1	2%	7%	1%	7%	-2.3	2%	0.6%	9%	i
CCC1CN(C(=O)NCc2ccc(F)cc2)c2cc(C)ccc2O1 (stereo not given)	1%	-5%&0%	?	-7%&8%	-2.8	21µM*	-0.2%&5.8%	4%&9%	i
CCC(C)C(=O)Nc1ccccc1N1CCN(c2ccc(F)cc2)CC1 (stereo not given)	12%	-5%	7%	-15%	-0.3	-29%	0.1%	-16%	i
CC(=O)Nc1ccc(/C=C(\C#N)C(=O)NC2CCCCC2C)cc1 (stereo not given)	10%	2%	4%	-12%	-0.2	-17%	-0.3%	-14%	i
Cc1ccc(-c2nc(N3CCOCC3)sc2C(=O)N2CCCCC2)cc1	-9%	-30%	-5%	-2%	0.0	20%	-0.5%	-3%	i
Cc1ccc(S(=O)(=O)N2CCN(C(=O)COc3ccc(Br)cc3)CC2)cc1	-2%	14%	-10%	20%	-4.3	?	0.4%	-31%	?
O=C(OCC(=O)N1CCCc2ccccc21)c1cc(Cl)ccc1O	-1%	-9%	-3%	-2%	-0.5	4%	-0.8%	-7%	i
COc1cccc(CNC(=O)C(Cc2ccccc2)NS(=O)(=O)c2ccc3c(c2)CCN3C(C)=O)c1 (stereo not given)	/	-2%	-3%	-4%	/	0%	0.2%	2%	i
CC1Cc2ccccc2N1S(=O)(=O)c1cccc(C(=O)NCCCO)c1 (stereo not given)	-3%	0%	-1%	2%	-0.3	-9%	-0.8%	-7%	i
Nc1cc(N2CCCCC2)c([N+](=O)[O-])cc1Cl	-2%	-2%	-9%	-2%	-5.2	17%	0.0%	1%	i
O=C1CC(N2CCN(Cc3ccccc3)CC2)C(=O)N1c1ccc2c(c1)OCCO2 (stereo not given)	5%	2%	4%	6%	-0.7	2%	-0.2%	7%	i
COc1cc2c(cc1OC)CN(C(=O)c1ccc(Cl)c(S(=O)(=O)N3CCCC3)c1)CC2	7%	-24%	-11%	-24%	0.2	14%	2.7%	-30%	i
CCOC(OCC)c1cc2ccccc2cn1	7%	?	1%	2%	0.3	29%	3.7%	20%	i
Cc1nc(CC(=O)NNS(=O)(=O)c2ccc3ccccc3c2)cs1	6%	-9%	-6%	-9%	-0.2	-12%	0.3%	6%	i
Cn1c(C(C#N)C(=O)c2sc3ccccc3c2Cl)nc2ccccc21 (stereo not given)	9%	-29%	?	-35%	-0.4	?	3.5%	-25%	?
COc1cc(/C=N/NC(=S)Nc2cccc(C(=O)O)c2)cc(OC)c1OC	1%	?	2%	-15%	2.6	-17%	2.4%	4%	i

# High-throughput results: PubChem, National Center for Advancing Translational Sciences (NCATS)
